Screening data from PubChem.
UGM FP inh: M. tuberculosis UGM enzyme inhibitors, primary screen, biochemical, fluorescence polarization, single point. UDP-galactopyranose mutase (Mycobacterium tuberculosis (strain ATCC 25618 / H37Rv)), …. purified UGM, fluorescence polarization probe displacement. inhibition, % at 10 µM. hit rate 0.06% among 320,000; in the data active = inhibition above about 10%, passing the limit was not always enough; inconclusive = no clear call, values can overlap the other calls
Target sequence (P9WIQ1 whole entry, looked up): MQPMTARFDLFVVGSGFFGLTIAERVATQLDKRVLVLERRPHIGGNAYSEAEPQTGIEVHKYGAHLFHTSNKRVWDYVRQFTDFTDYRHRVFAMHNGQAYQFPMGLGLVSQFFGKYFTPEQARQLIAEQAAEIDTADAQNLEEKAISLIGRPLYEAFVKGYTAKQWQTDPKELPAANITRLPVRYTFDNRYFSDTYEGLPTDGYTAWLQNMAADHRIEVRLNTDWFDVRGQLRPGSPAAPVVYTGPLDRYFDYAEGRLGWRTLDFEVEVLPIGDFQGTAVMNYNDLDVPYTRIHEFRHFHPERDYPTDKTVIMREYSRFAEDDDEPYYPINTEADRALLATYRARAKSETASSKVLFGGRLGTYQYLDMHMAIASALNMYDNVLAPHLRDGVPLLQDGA
Anthrax LF inh2: Bacillus anthracis LF protease inhibitors, primary screen, biochemical, multiplex microsphere, MLPCN library | inhibition, % at 10 µM | hit rate 0.12% among 360,000 | multiplex microsphere protease cleavage assay | AID 588501, 2011; note: plate controls were buffer without enzyme for full effect and enzyme alone for no effect
PfHsp40 rescue: rescue of yeast from PfHsp40 toxicity, primary screen, S. cerevisiae, ATP luminescence. S. cerevisiae expressing PfHsp40, growth rescue. growth rescue, % at 12.5 µM. hit rate 0.68% among 340,000; in the data active = growth rescue above about 28%, passing the limit was not always enough; inconclusive = no clear call, values can overlap the other calls;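 note: yeast W303a lacking pdr1 and pdr3 grown in galactose medium; growth measured after three days at 30 °C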
FBA Mtb inh: Mtb FBA enzyme inhibitors, primary screen, biochemical, fluorescence, strain H37Rv. purified M. tuberculosis FBA, fluorescence read-out. inhibition, % at 1 µM. hit rate 2.3% among 360,000. AID 588726, 2011. Fructose-bisphosphate aldolase (Mycobacterium tuberculosis (strain ATCC 25618 / H37Rv)), …; in the data active = inhibition above about 27%;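 note: 0% = vehicle and 100% = reference inhibitor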
Target sequence (P9WQA3 whole entry, looked up): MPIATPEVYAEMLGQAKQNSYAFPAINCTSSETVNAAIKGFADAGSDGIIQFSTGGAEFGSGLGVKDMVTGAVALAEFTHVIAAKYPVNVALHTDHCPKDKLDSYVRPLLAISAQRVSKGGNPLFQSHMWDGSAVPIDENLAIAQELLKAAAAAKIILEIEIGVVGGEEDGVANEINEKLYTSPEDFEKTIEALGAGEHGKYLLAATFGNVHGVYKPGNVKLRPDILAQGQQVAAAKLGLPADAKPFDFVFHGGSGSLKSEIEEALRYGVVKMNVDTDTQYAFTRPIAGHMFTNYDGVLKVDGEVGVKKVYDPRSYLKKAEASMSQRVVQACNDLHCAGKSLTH
FadD28 binding: inhibitors of FadD28 bisubstrate probe binding, primary screen, biochemical, fluorescence polarization, single point; inhibition, % at 12.5 µM; hit rate 0.22% among 360,000; Mycobacterium tuberculosis FadD28 fatty-acid-AMP ligase; in the data active = inhibition above about 8.5%, passing the limit was not always enough; inconclusive = no clear call, values can overlap the other calls
BoNT A protease: BoNT/A light chain protease inhibitors, primary screen, biochemical, flow cytometry, MLPCN library. inhibition, % at 10 µM. AID 588499, 2011. Botulinum neurotoxin type A light chain protease (Clostridium botulinum A str. ATCC 3502). hit rate 0.17% among 360,000. multiplex microsphere protease substrate cleavage; note: plate controls were buffer without enzyme for full effect and enzyme alone for no effect
BoNT F protease: BoNT/F light chain protease inhibitors, primary screen, biochemical, flow cytometry, MLPCN library | Botulinum neurotoxin type F light chain protease (Clostridium botulinum) | Multiplex microsphere protease cleavage assay | inhibition, % at 10 µM | hit rate 0.22% among 360,000 | AID 588497, 2011; in the data active = inhibition above about 35%, passing the limit was not always enough; inconclusive = no clear call, values can overlap the other calls; note: plate controls were buffer without enzyme for full effect and enzyme alone for no effect
Mtb BioA inh: M. tuberculosis BioA enzyme inhibitors, primary screen, biochemical, plate reader, single point, HTS. 7,8-diaminopelargonic acid synthase BioA (Mycobacterium tuberculosis). purified M. tuberculosis BioA enzyme. inhibition, % at 9.99 µM. hit rate 0.096% among 360,000. AID 602481, 2012; in the data active = inhibition above about 40%; inconclusive = no clear call, values can overlap the other calls
GDH-TPI counter: GDH-TPI coupling enzyme inhibitors, primary screen, artefact control for M. tuberculosis FBA inhibitor project, biochemical, absorbance, full deck; GDH-TPI coupled enzyme counterscreen, NADH absorbance; inhibition, % at 4.8 µM; hit rate 1.2% among 360,000; AID 588335, 2011; in the data active = inhibition above about 30%;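 note: 0% = DMSO wells and 100% = wells lacking the enzyme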
* = called active by the depositor; ? = inconclusive; . = not tested or not shown. Cut-off read from the data, not from the text of the source, unless noted: active = inhibition above about 30%; inconclusive = no clear call, values can overlap the other calls; inactive = below that.

SMILES	UGM FP inh	Anthrax LF inh2	PfHsp40 rescue	FBA Mtb inh	FadD28 binding	BoNT A protease	BoNT F protease	Mtb BioA inh	GDH-TPI counter
Cc1cc(-c2ccc(C)c(S(=O)(=O)NCCC(C)N3CCCCCC3)c2)on1 (configuration not stated)	-0.9	-1	0.3	1	-3.7	-0.2	2	-0.8	7
COC(=O)C1CCN(C(=O)c2cc3c(=O)n4cccc(C)c4nc3n2Cc2ccccc2)CC1	-6.0	-12	1.2	11	-0.8	-6.7	?	.	4
CCN(c1ccccc1)S(=O)(=O)c1cccc(C(=O)NCc2cccnc2)c1	-2.6	0	-1.1	5	0.4	-1.4	1	1.0	9
CC(C)(C)c1ccc(C(=O)NCCC(=O)Nc2ccc(S(=O)(=O)Nc3nccs3)cc2)cc1	.	0	1.5	6	0.1	2.6	16	0.0	7
C=CCn1c(NCc2ccccc2OC)nc2ccccc21	0.3	-15	0.1	2	-0.4	?	?	-2.0	1
Cc1ccc(C)c(S(=O)(=O)N(C)Cc2cccs2)c1	-1.9	-11	0.5	3	-1.1	-0.5	-5	0.4	5
CCN1CCN(Cc2c(OC)ccc3ccccc23)CC1	-0.9	0	-1.0	1	-0.8	3.6	4	-2.4	-1
O=C(NCCC1=CCCCC1)c1cc2c(s1)CS(=O)(=O)C2	0.1	-3	0.8	3	-3.9	-1.9	-13	1.7	-2
Cc1nn(CC2CC2)c(=O)n1-c1ccc(Oc2ccccc2)cc1	1.3	0	5.3	-2	0.8	-0.2	-2	.	4
O=S(=O)(/N=C(\c1ccccc1)N1CCOCC1)c1ccc(Cl)cc1	-0.8	-2	-1.9	0	-2.6	-0.1	-1	.	-3
COc1ccc(S(=O)(=O)NNC(=O)c2ccccc2-n2cccc2)cc1	-0.9	-2	-0.5	-4	-2.5	0.1	-8	-0.9	-6
CCCC[C@@H]1CCCO[C@@](C(=O)NCc2cc(C)n(C)n2)(C(F)(F)F)C1	-5.7	-5	0.7	0	-0.6	-0.5	-5	0.7	9
O=C(COC(=O)c1cncc(Br)c1)NC1CCCCC1	1.0	7	5.2	-2	-2.6	12	2	.	-8
S=C1NC[C@H](CC2CCCCC2)N1CCCCC1CCCCC1	0.5	13	-0.6	2	-1.1	0.5	2	-0.5	3
N=P(N1CCOCC1)(N1CCOCC1)C12CC3CC(CC(C3)C1)C2	1.4	-3	-0.1	5	-1.8	-0.9	-4	1.4	-5
CC(=O)c1ccc(S(=O)(=O)NCC2(N3CCOCC3)CCCCC2)cc1	1.3	-1	-1.7	-1	-3.2	0.0	0	2.0	2
CCCCCC(=O)Nc1cc(S(=O)(=O)N2CCOCC2)ccc1N1CCCCC1	1.4	7	1.3	-1	-2.3	7.3	25	0.0	1
O=C(Nc1nc(-c2ccccc2)cs1)NC1CCCCC1	-1.5	0	13	-2	-5.7	-1.4	-12	0.9	-5
O=C1CCC(=O)N1CNc1ccc(Oc2ccccc2)cc1	0.5	-2	0.1	-1	-3.5	0.4	-3	-0.3	-1
O=c1cc(CSc2nnnn2-c2ccccc2)nc2nc[nH]n12	1.4	-1	-0.9	-12	-3.5	0.2	-19	-1.1	-4
Cc1ccc(N2C(=O)CC(Sc3ncccn3)C2=O)cc1C (configuration not stated)	1.6	-8	-0.7	1	0.4	-2.1	-18	-1.7	4
CCCNC(=O)C1(C)CCN(Cc2ccc(-c3ccccc3)o2)C1 (configuration not stated)	.	-5	.	-2	-2.6	0.4	2	-1.6	7
CCCN1C(=O)c2ccccc2NC1c1ccc(OC)c(CSc2ccccn2)c1 (configuration not stated)	-0.9	-7	-0.4	56*	-3.5	0.1	-6	1.1	5
COc1ccc(-c2nc3ccccc3n2CCC(C)C)cc1OC	5.1	1	0.2	6	-7.8	0.2	-4	.	-3
COc1ccc(CCNC(=O)Nc2ccc3c(c2)OCO3)cc1OC	0.3	0	0.1	3	-3.8	0.5	-1	.	-10
CCN(CC)S(=O)(=O)c1ccc(NC2c3ccccc3C(=O)N2Cc2ccco2)cc1 (configuration not stated)	-1.0	-13	-1.1	2	-5.2	-0.1	-8	-0.1	-1
CC(=O)Nc1ccc(S(=O)(=O)Oc2ccc(C(=S)N3CCC(O)CC3)cc2)cc1	-0.1	0	-0.2	4	-3.5	0.8	6	.	10
CCC(CC)NC(=O)Cc1ccc(S(=O)(=O)N2CCOCC2)s1	-1.7	13	0.7	-7	0.8	1.2	-1	-6.2	7
COCCCNC(=O)CSc1nc2ccc(N3CCOCC3)cc2c(=O)n1CCc1ccccc1	2.9	?	-0.4	6	0.5	?	?	-0.7	15
Cc1ccc(OCC(=O)OCC(=O)c2c(N)n(C)c(=O)n(C)c2=O)cc1C	-0.3	-12	1.2	1	-0.6	0.0	-6	-1.3	-3
Cc1cc(SCc2ccc(Cl)cc2)nc(=O)[nH]1	-3.0	-2	-1.5	3	-0.3	3.2	2	-3.7	-1
OCCNc1nc(NCCC2=CCCCC2)nc(N2CCOCC2)n1	-1.3	1	-0.3	0	-1.3	-0.7	7	.	10
CCOC(=O)c1c(NS(=O)(=O)c2ccccc2)n(CCCOC)c2nc3ccccc3nc12	1.8	2	-0.4	14	0.2	6.1	5	.	22
COc1ccc2nc(NC(=O)CS(=O)(=O)c3ccc(C)cc3)sc2c1	1.7	7	3.0	-8	-2.1	-2.8	-20	0.9	-4
Cn1nnnc1SCC(=O)NNC(=O)c1ccc(F)cc1	-1.2	-3	0.3	2	-0.1	0.2	-3	2.7	-2
Cc1cc(-c2ccccc2)nc2cc(C(=O)NCc3ccco3)nn12	-0.2	-9	0.9	12	-1.5	-0.3	-2	2.1	5

Three structures from above, ordered by count of non-hydrogen atoms, descending.
SMILES	UGM FP inh	Anthrax LF inh2	PfHsp40 rescue	FBA Mtb inh	FadD28 binding	BoNT A protease	BoNT F protease	Mtb BioA inh	GDH-TPI counter
CCN(c1ccccc1)S(=O)(=O)c1cccc(C(=O)NCc2cccnc2)c1	-2.6	0	-1.1	5	0.4	-1.4	1	1.0	9
COc1ccc(-c2nc3ccccc3n2CCC(C)C)cc1OC	5.1	1	0.2	6	-7.8	0.2	-4	.	-3
O=c1cc(CSc2nnnn2-c2ccccc2)nc2nc[nH]n12	1.4	-1	-0.9	-12	-3.5	0.2	-19	-1.1	-4

Going on with the list:
SMILES	UGM FP inh	Anthrax LF inh2	PfHsp40 rescue	FBA Mtb inh	FadD28 binding	BoNT A protease	BoNT F protease	Mtb BioA inh	GDH-TPI counter
CCC(C)C(NC(=O)c1ccccc1NC(=O)c1ccco1)C(=O)NC1CCCCC1 (configuration not stated)	3.3	-1	-0.4	1	-0.6	-0.4	2	-0.5	0
CCCCOc1ccc(/C=N/NC(=S)Nc2cccc(C)c2C)cc1	-0.7	3	-0.4	3	-3.6	0.0	-9	-4.5	14
O=C(C1CCN(S(=O)(=O)c2ccc(Cl)cc2)CC1)N1CCCC1	3.1	16	0.6	-1	.	0.1	8	.	1
COCCCN1C(=O)C(CC(=O)NC2CCCC2)CC(C(=O)N(C(C)C)C(C)C)=C1C (configuration not stated)	.	-4	.	2	-0.8	0.0	0	-1.4	.
CC(C)(C)c1cc(NC(=O)Nc2ccc(Cl)cc2Cl)no1	0.8	-4	3.1	1	-2.8	-0.8	?	-0.2	10
COc1ccc(C2C3=C(CC(C)(C)CC3=O)Nc3nc(C)nn32)cc1OC (configuration not stated)	-2.4	0	.	36*	-1.1	-0.2	-13	-0.6	12
O=C1C[C@@H](c2ccc(O[C@@H]3O[C@H](CO)[C@@H](O)[C@H](O)[C@H]3O)cc2)Oc2cc(O)ccc21	-1.6	-6	-1.2	1	-0.2	-0.4	-11	-0.2	34*
COc1cccc(CN(C)C(c2ccccc2)c2ccccc2)c1OC	-0.1	-2	0.0	1	-0.2	2.0	3	-2.1	6
CCOC(=O)N1CCN(Cc2nc(-c3cccc(Cl)c3)no2)CC1	-0.1	3	0.0	3	-1.2	-0.8	-1	-0.4	6
CSc1ccc(Cl)c(C(=O)OCC(=O)N2CCN(C(=O)c3ccco3)CC2)c1	-1.3	6	-0.8	6	.	1.3	-6	0.0	3
CC(C)(O)C#Cc1ccc(CNC[C@H]2O[C@@H](n3cnc4c(=O)[nH]c(N)nc43)[C@H](O)[C@@H]2O)s1	.	-8	.	-1	-0.9	-0.4	-10	-2.8	.
CC(=O)O[C@@H]1[C@@H](OC(C)=O)[C@H](n2ccc3cc([N+](=O)[O-])ccc32)OC[C@@H]1OC(C)=O	2.5	-3	-0.7	-2	-2.0	-0.7	-6	0.1	15
CN(Cc1ccc(F)cc1)C(=O)CNC(=O)c1ccc2c(c1)OCO2	3.0	-3	0.3	1	-0.6	-1.4	-5	-0.6	7
CCc1[nH]nc(C(=O)N2CCCC(Nc3cccc(F)c3)C2)c1C (configuration not stated)	0.9	-3	-0.9	1	-1.8	0.5	-1	0.6	6
O=C(CC1CCCCC1)Nc1nc2ccccc2s1	0.3	-1	-0.6	4	-2.6	-0.2	-3	.	0
COc1ccc(-c2cc(NC(=O)c3cncn3-c3ccccc3)ccc2OC)cc1	-2.1	3	-0.8	2	0.2	1.5	0	-1.6	2
COc1ccc(N2CCN(C(=O)CCCC3=NS(=O)(=O)c4ccccc4N3)CC2)cc1	-1.9	10	-1.3	-4	0.0	1.4	3	.	-3
COC(=O)C1=C(c2ccccc2)C[C@@H]2CC[C@H]1N2C(=O)NCCS(C)=O (some centres not stated)	0.2	-4	-0.8	0	-2.9	-0.3	4	0.2	-2
COc1cccc(/C=N/NC(=S)Nc2cccnc2)c1	-1.0	-2	-2.0	2	-3.7	-1.4	-2	0.5	7
COc1ccc(CCC(=O)O)c(C(CC(=O)O)C(=O)O)c1OS(=O)(=O)c1ccc(C)cc1 (configuration not stated)	.	1	.	-2	-3.2	0.1	1	0.5	9
N#C/C(=C\Nc1ccccc1SC(F)(F)F)c1nc(-c2ccc(F)cc2)cs1	1.1	0	-0.6	-1	-3.1	-0.9	-2	.	-5
Cc1noc(C)c1C(=O)NCc1ccccc1	3.1	-4	1.3	1	-2.1	-0.3	-1	-1.7	-3
COC(=O)c1scc(C#N)c1N/N=C(\C#N)S(=O)(=O)c1ccc(Cl)cc1	-2.1	-18	-0.6	-4	-3.1	2.1	?	-0.3	-10
Cc1nc(P(=O)(c2ccccc2)c2ccccc2)c(N2CCOCC2)o1	4.0	-2	0.5	1	-2.1	-0.3	-3	-0.4	0
O=C1CN(C(=O)COC(=O)CNC(=O)c2ccc(Br)o2)c2ccccc2N1	-1.3	-7	-0.1	-4	-2.1	-1.1	1	.	0
O=C(N/N=C/c1ccc([N+](=O)[O-])s1)c1ccccc1Br	0.6	-2	2.9	-3	0.2	0.7	-17	1.7	22
CCc1ccc(NC(=O)c2[nH]c(C)c(C(C)=O)c2C)cc1	-0.9	0	-1.3	-2	-0.9	0.2	9	5.2	-2
CCN1CCN(C(=O)C2c3cc(OC)c(OC)cc3C(=O)N3CCc4ccccc4C23)CC1 (configuration not stated)	1.9	5	-0.1	3	-2.7	0.0	0	1.3	-4
COc1cc(-c2nc(Cc3ccccc3Cl)no2)cc(OC)c1OC	0.2	-3	0.6	3	-0.4	0.8	3	.	17
O=C1NN(c2ccc(F)c(Cl)c2)C(=O)/C1=C\c1cccc(OC(=O)c2cccs2)c1	-0.7	4	85*	-2	26*	-0.9	?	-1.0	3

An unsorted share of the library, and some 4.7% of all compounds hit somewhere here.
